PABP1 MLLE inh = blocks PAM2 peptide binding to the PABP1 MLLE domain. inhibition, % at 20 µM. 360,000 tested, 0.36% active. AID 588489. P11940. GST-MLLE / FITC-PAM2 fluorescence polarization; in the data active = inhibition above about 35%, passing the limit was not always enough;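 also: plate controls were DMSO wells with GST-MLLE for no effect and wells lacking GST-MLLE protein for full effect; some results filed as inactive read as strong as hits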
bovine MsrA act = bovine methionine sulfoxide reductase A activation; activation, % at 10.6 µM; purified bovine MsrA, absorbance read-out; AID 602163; 360,000 tested, 0.3% active; in the data active = activation above about 7.5%;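 also: 0% = vehicle and 100% = reference activator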
NRP1-CendR mod = alters CendR peptide binding to human NRP-1. O14786. FAM-RPARPAR peptide binding to NRP-1, fluorescence polarization. inhibition, % at 25 µM. 360,000 tested, 0.85% active. AID 602438;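 active = inhibition or corrected inhibition above about 18%, plus a signal ratio from 0.5 to 1.5, limit read from the data, passing the limit was not always enough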; also: strong numbers were not always called active
SKN-1 block = blocks SKN-1 activity in C. elegans | C. elegans VP596 Pgst-4::GFP/RFP ratio, acrylamide-induced, 24 h | inhibition, % at 21.8 µM | 360,000 tested, 0.49% active;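 active = interference check ratio from 0.5 to 1.5 plus GFP to RFP signal ratio inhibition reaching or exceeding a fixed threshold, cut at about 30% in these data, passing the limit was not always enough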; also: some compounds called inactive have numbers as strong as hits
FAS TE block = blocks the thioesterase domain of human fatty acid synthase | P49327 | recombinant FAS-TE, OMFH fluorogenic substrate, fluorescence endpoint | inhibition, % at 15 µM | 360,000 tested, 0.67% active | AID 602261;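 active = compounds whose normalised, plate-corrected inhibition of enzyme fluorescence in the single-dose primary screen is 50% or more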;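 also: 0% = DMSO with enzyme and 100% = substrate without enzyme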
Neddylation inh = inhibitors of human cullin neddylation; P61081+Q13564; TR-FRET cullin neddylation, biochemical; calls only at 25 µM; 360,000 tested, 0.58% active; AID 651699; in the data active = inhibition above about 36%
Rin1-Abl PPI inh = blocks binding of human Rin1 to Abl; P00519+Q13671; TR-FRET Rin1/Abl binding, biochemical; inhibition, % at 7.35 µM; 360,000 tested, 0.4% active; in the data active = inhibition above about 5%, passing the limit was not always enough
E coli Lon inh = inhibits E. coli Lon protease; 360,000 tested, 0.42% active; P0A9M0; purified E. coli Lon protease, fluorescence polarization; inhibition, % at 7.94 µM; AID 602123; in the data active = inhibition above about 13%, passing the limit was not always enough;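 also: 0% = enzyme with probe and DMSO and 100% = no enzyme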
Target sequence (P0A9M0 whole entry, looked up): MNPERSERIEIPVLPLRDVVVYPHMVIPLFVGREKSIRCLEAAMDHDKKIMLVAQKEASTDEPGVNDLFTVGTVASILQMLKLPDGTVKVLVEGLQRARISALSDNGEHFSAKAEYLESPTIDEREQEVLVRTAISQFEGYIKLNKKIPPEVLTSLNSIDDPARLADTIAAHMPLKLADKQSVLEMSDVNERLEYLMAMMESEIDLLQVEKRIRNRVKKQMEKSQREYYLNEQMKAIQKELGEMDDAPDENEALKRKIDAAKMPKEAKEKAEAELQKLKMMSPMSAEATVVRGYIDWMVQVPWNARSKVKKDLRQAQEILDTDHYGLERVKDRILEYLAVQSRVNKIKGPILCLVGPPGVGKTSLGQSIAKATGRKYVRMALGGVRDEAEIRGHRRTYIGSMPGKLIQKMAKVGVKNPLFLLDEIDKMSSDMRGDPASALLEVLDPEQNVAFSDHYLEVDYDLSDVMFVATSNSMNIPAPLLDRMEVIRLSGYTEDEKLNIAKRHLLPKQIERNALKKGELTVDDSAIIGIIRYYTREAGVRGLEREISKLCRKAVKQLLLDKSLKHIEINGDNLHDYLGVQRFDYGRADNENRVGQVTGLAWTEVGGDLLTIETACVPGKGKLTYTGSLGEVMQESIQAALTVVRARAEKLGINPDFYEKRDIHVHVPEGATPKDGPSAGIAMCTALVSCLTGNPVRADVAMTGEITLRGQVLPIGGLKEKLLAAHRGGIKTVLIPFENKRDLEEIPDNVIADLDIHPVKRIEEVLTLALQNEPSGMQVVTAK
MT1-MMP act inh = blocks activation of human MT1-MMP; GFP/RFP ratio change, % at 20 µM; AID 651647; 360,000 tested, 0.061% active; P50281; HT1080 RFP-PRO-GFP cells, GFP/RFP ratio fluorescence, overnight; percent of plate control window, DMSO zero;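 active = GFP/RFP ratio change of at least 30% with cell ATP level not reduced by more than half and red fluorescence within 50% of control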; also: strong numbers were not always called active
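Test system: HT1080 cells expressing an RFP-PRO-GFP fluorescent reporter construct / Compound dosing: single-point 20 µM compound, 1% DMSO / Schedule: cells overnight before dosing, compound overnight, 37 °C, 5% CO2 / Evaluation: GFP/RFP fluorescence ratio / Control set: DMSO and RFP-L50D-GFP cell wells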
Starred values were filed as active, the others as inactive; i = inactive; . = not tested or not shown; + = active, no number; & = joins results of further samples; ! = repeats disagree. No enrichment for hits; 4% or so of the library scored in one or more.

SMILES | PABP1 MLLE inh | bovine MsrA act | NRP1-CendR mod | SKN-1 block | FAS TE block | Neddylation inh | Rin1-Abl PPI inh | E coli Lon inh | MT1-MMP act inh
Cc1cc(C(=O)N/N=C/c2sc(N3CCOCC3)nc2-c2ccccc2)c(C)o1 | 9.5 | -1.5 | -9.8 | 7.4 | 4.3 | i | 3.0 | -4.0 | -6.9
Cc1ccc(-c2nc(CSCC(=O)Nc3cc(C)on3)c(C)o2)cc1 | -4.9 | -1.5 | 10.2 | 1.2 | -3.3 | i | 1.1 | -1.9 | 0.0
Cc1cc2nc(C)n(CCCNC(=O)Nc3ccc(F)cc3)c2cc1C | 2.0 | 0.2 | 9.5 | 18.4 | -1.9 | i | -5.6 | 0.0 | 23.0
CC1(C)CC(=O)/C(=C(\O)c2ccccc2)C(=NCCO)C1 | 16.6 | -2.3 | -1.6 | 5.3 | -9.0 | i | -4.6 | 1.0 | 2.9
Cc1ccc(Nc2nc(NCCO)nc(N3CCCC3)n2)cc1 | -5.0 | 2.4 | 3.2 | 19.5 | -6.8 | i | 0.9 | -7.4 | -1.3
Cn1c(CNc2nc(-c3ccccc3)cs2)nnc1SCC(=O)c1ccccc1 | -2.0 | -4.1 | 0.8 | 27.1 | 10.2 | i | -1.5 | -5.7 | 2.8
O=C(Cn1cc(C(=O)C(F)(F)F)c2ccccc21)NCc1ccco1 | -19.3 | -11.1 | -3.0 | -0.8 | 7.3 | i | 1.1 | -7.8 | -3.2
CCCCCn1c(SCCc2ccccc2)nc2c1c(=O)[nH]c(=O)n2C | -4.3 | -3.9 | 15.8 | 18.7 | -11.6 | i | 1.1 | -6.8 | -1.9
CCOC(=O)c1ccc(NC(=S)NCc2ccccc2)cc1 | 5.9 | 0.0 | -5.2 | 18.0 | 9.2 | i | -1.2 | 6.2 | 6.0
C=C(C)c1cccc(C(C)(C)NC(=O)Nc2ccc(C(C)=O)cc2)c1 | 1.9 | -2.6 | -4.7 | 4.4 | 3.2 | i | -1.2 | 3.5 | -2.7
O=C(CSc1ccccc1)NCCc1ccc(F)cc1 | 8.8 | -0.5 | 4.8 | 2.7 | -0.8 | i | 2.1 | 1.7 | 0.4
Cn1cc(CN2CCCC(C(=O)c3ccc(-c4ccccc4)c(F)c3)C2)cn1 (configuration not stated) | -1.6 | -3.0 | -11.3 | 24.8 | -4.0 | i | 5.0 | 4.0 | -1.8
Cc1ccc(C(=O)O/N=C(\c2ccccc2)c2ccncc2)cc1 | 0.3 | -4.2 | 1.6 | 7.2 | 8.5 | i | 3.7 | 5.6 | 3.0
CC(C)(C)c1ccc(OCC(O)CN2CCN(C(=O)c3ccccc3)CC2)cc1 (configuration not stated) | 13.2 | -4.0 | 8.2 | 4.9 | -1.8 | i | -0.7 | 0.2 | 3.0
CCN(c1cccc(C)c1)S(=O)(=O)c1ccc2c(c1)CCN2C(C)=O | 1.3 | -3.8 | 3.8 | -7.1 | 35.1 | i | 1.2 | -7.9 | 2.3
CC(C)(C)C(=O)CSc1nnc(Nc2ccccc2)s1 | -11.5 | -3.0 | -1.7 | 10.3 | -0.6 | i | 3.0 | -4.1 | 6.4
Cc1ccccc1NC(=O)CCC(=O)N/N=C/c1c[nH]c2ccccc12 | -8.1 | -2.4 | -0.3 | 14.4 | -8.2 | i | -2.4 | -1.2 | 0.4
Cc1cc(C)n2ncc(/C(N)=N/OC(=O)Nc3ccccc3)c2n1 | 3.7 | -6.0 | 5.7 | 4.3 | 0.3 | i | 0.3 | 13.0 | 1.0
COCCCNc1nc2c(c(=O)n(Cc3ccc(OC)cc3)c(=O)n2C)n1C | -5.5 | -0.3 | -6.6 | -11.3 | -4.9 | i | 5.7 | -2.0 | -1.4
C[C@H](NC(=O)[C@@H]1CCCN1C(=O)OC(C)(C)C)c1ccccc1 | . | -1.8 | 15.1 | 14.2 | -6.6 | i | . | -10.1 | 2.4
Cc1cccc(OCC(=O)N(Cc2cccs2)C2CCS(=O)(=O)C2)c1 (configuration not stated) | 10.6 | -4.3 | -3.3 | 11.1 | -2.8 | i | -3.4 | 11.4 | -3.4
COc1ccc(NC(=O)c2cc(F)c(F)cc2Cl)cc1Cl | -0.1 | -4.8 | -18.5 | 4.5 | 4.3 | i | 0.2 | -6.8 | -0.3
Cc1ccc(NC(=O)NCc2ccc3c(c2)OCO3)cc1C | 1.6 | -3.5 | -9.1 | 14.1 | 3.5 | i | 1.7 | -1.3 | -4.0
COc1ccc(S(=O)(=O)N2CCn3c2nc2ccccc23)cc1 | -13.1 | -1.9 | -2.2 | 25.9 | -2.9 | i | -2.5 | -11.1 | 0.6
CN(C)CCNc1nc(-c2ccccc2CO)c2sccc2n1 | -4.3 | -1.4 | -0.8 | 2.6 | -10.0 | i | 0.1 | 2.2 | -4.0
O=C(OCC#CCSc1nnc(-c2ccc(Br)cc2)o1)c1ccco1 | -17.1 | 1.6 | -1.9 | 12.9 | 5.6 | i | 1.8 | -2.4 | 1.9
Cc1cc2c(c(=O)n1Cc1cccnc1)C(Cc1ccccc1)C(C#N)=C(N)O2 (configuration not stated) | -28.3 | -1.4 | -4.9 | -5.3 | 53.2* | . | 0.6 | 1.6 | -1.8
CCN(CC)S(=O)(=O)c1ccc(C(=O)NCCOC(=O)c2ccc(F)cc2F)cc1 | 13.5 | -1.8 | 0.9 | 20.5 | 1.5 | i | 2.7 | 3.6 | 0.6
CCOC(=O)C1(CC2CCCCO2)CCN(Cc2nc3ccccc3nc2C)CC1 (configuration not stated) | -9.2 | -1.3 | -3.5 | -0.6 | -4.0 | i | -2.4 | -7.0 | -4.2
CC(=O)[C@H]1CC[C@H]2[C@@H]3CC=C4C[C@@H](OS(=O)(=O)O)CC[C@]4(C)[C@H]3CC[C@]12C | -3.1 | -0.1 | -21.2 | -11.4 | 17.6 | i | -2.2 | -1.1 | 5.1
Cc1ccc(CNC(=O)CSc2nnc3c(n2)[nH]c2ccc(F)cc23)cc1 | -12.1 | -1.3 | -7.9 | 12.4 | -1.3 | i | -2.9 | 0.1 | 2.2
CCOc1ccc(C(=O)Nc2cc(Cl)ccc2-n2cncn2)cc1OC | -57.4 | -3.9 | -9.3 | -5.6 | -3.1 | i | -3.0 | -7.3 | -1.5
O=C(N/N=C/c1ccccc1)c1cc(=O)[nH]c2ccccc12 | -5.3 | -10.7 | -9.4 | -5.5 | -5.1 | i | -0.4 | 1.2 | 1.9
COc1ccc([C@H]2C[C@@H](O)[C@H](n3cc(C4CC4)nn3)CN2C(=O)C2CCCCC2)cc1 | 2.9 | -1.3 | -20.1 | -1.6 | -7.5 | i | -3.0 | -1.4 | 3.1
CCN1CCN(Cc2ccc(NC(=O)c3ccc(C)c(NC(=O)C[C@@H]4NC(=O)[C@H](Cc5ccccc5)NC4=O)c3)cc2C(F)(F)F)CC1 | 8.2&7.7 | 7.7*! | 9.5&24.4 | 8.3&20.5 | -10.1&-2.8 | i | 1.3&1.8 | -12.7&-0.8 | 1.7&0.8
O=c1[nH]c(SCc2ccc(OC(F)(F)F)cc2)nc2c1CCC2 | 0.2 | -1.9 | 2.6 | -0.5 | -7.0 | i | -2.3 | -10.9 | 7.7
N=c1c(-c2nc3ccccc3[nH]2)cc(C(=O)c2cccs2)nn1-c1ccccc1 | -17.6 | 0.6 | -5.2 | -17.4 | 13.1 | i | -0.6 | 11.3 | -30.7
CN(C)CCCNC(=O)C(=O)NCC(c1cccs1)S(=O)(=O)c1ccc(F)cc1 (configuration not stated) | 15.8 | -1.9 | 4.3 | 5.0 | -8.0 | i | 1.1 | -13.9 | 4.1
NC(=O)CC(NC(=O)Cc1ccc(Br)cc1)c1ccc(NCc2ccccn2)c([N+](=O)[O-])c1 (configuration not stated) | -4.5 | -6.7 | 9.0 | -9.1 | -0.5 | i | -1.7 | 18.4 | 3.2
COC(=O)C1CCN(C(=O)COC(=O)c2oc3ccc(OC)cc3c2C)CC1 | -1.9 | -4.7 | -0.5 | 4.8 | -0.2 | + | 0.5 | -5.0 | -0.3
CCN(CC(=O)Nc1ccccc1C(F)(F)F)C(=O)c1cc(S(=O)(=O)N2CCCCCC2)ccc1OC | -0.6 | -3.3 | 4.9 | -0.2 | -0.6 | i | -0.5 | -4.9 | 2.7
CCC1(CC)NC(=S)NC1=S | 9.4 | 1.6 | 1.5 | 14.6 | -2.3 | i | -0.2 | -18.0 | 2.6
Cc1ccc(NC(=O)CN(C)C(=O)/C=C/c2cccc(F)c2)cc1 | -5.8 | 2.2 | 5.4 | -3.2 | 2.5 | i | 0.2 | -2.3 | 0.8
COC(=O)c1ccccc1NC(=O)CSc1ccccc1 | 16.9 | -3.5 | -2.0 | -15.7 | 6.4 | i | 4.2 | 0.9 | 1.0
CC(C)C[C@H](NC(=O)NCCc1ccc(Cl)cc1)C(=O)O | 1.8 | -1.8 | -1.2 | -6.2 | -6.2 | i | 0.7 | 3.3 | -1.9
O=C(NCc1ccccc1)C1=C[C@H](C2CCCCC2)C[C@H](OCCCCO)O1 | 9.0 | -7.1 | -2.0 | -10.6 | 4.8 | i | 3.5 | -13.5 | -2.5
CCn1nc(NC(=O)C(C)C)c2cc3ccc(C)cc3nc21 | -4.1 | -1.9 | 11.9 | 28.3 | -1.8 | + | 0.2 | -3.8 | 2.0
CCCCn1c(=O)[nH]c(=O)c2c1nc(-c1ccc([N+](=O)[O-])cc1)n2CC | 4.3 | -1.0 | 9.8 | -6.8 | 31.3 | i | -2.5 | 2.5 | 10.6
COc1ccc(NC(=O)C2Cc3c(-c4cccc(F)c4)ccnc3O2)cc1 (configuration not stated) | 21.5 | -3.7 | -13.8 | 2.1 | 18.0 | i | 1.4 | 2.5 | 0.4
Cc1nn(-c2ccc(F)cc2)c(Cl)c1/C=C/C(=O)OCC(=O)Nc1ccc(F)cc1F | -2.6 | -4.0 | -10.3 | -2.7 | -7.0 | i | -4.0 | -2.4 | 0.8
CCCCNC(=O)c1cn(C)c2ccc(S(=O)(=O)N3CC(C)CC(C)C3)cc2c1=O (configuration not stated) | -5.5 | -12.2 | 0.9 | -5.5 | 35.7 | i | -0.9 | -11.0 | .
Fc1ccc(-c2ncc3ccccn23)cc1 | -13.5 | -1.4 | -7.0 | 14.1 | -4.7 | i | -1.8 | 3.6 | -17.1
COc1ccc(C2=NOC(C(=O)Nc3cccnc3Cl)C2)cc1 (configuration not stated) | -7.6 | -1.9 | 11.6 | 12.5 | 3.1 | i | -0.1 | 1.8 | 1.0
COc1ccc(N2CCN(c3nc4ccccc4n3CC(=O)c3ccccc3)CC2)cc1 | -4.3 | 6.2 | 7.7 | -1.9 | 15.1 | i | 0.7 | 6.2 | -8.6
C=CC(=O)Nc1cccc(Nc2nc(N[C@H]3CC[C@H](N(C)C)CC3)nc3c2ncn3C(C)C)c1 | -0.4 | -5.7 | 0.8 | -3.0 | -8.8 | i | -1.6 | -0.7 | -30.0
COC(=O)CN1C(=O)C(C)(C)Oc2ccc(C(=O)Nc3cccc(OC)c3)cc21 | 8.9 | -5.0 | -0.2 | -1.1 | 2.8 | i | 0.2 | 13.9 | 3.7
CCS(=O)(=O)c1nnnn1-c1ccccc1S(C)(=O)=O | 6.0 | -9.7 | 7.7 | -10.0 | -5.7 | i | 3.5 | 3.1 | -13.1

Ordered by value in bovine MsrA act (rising): some entries from above.
Compound,PABP1 MLLE inh,bovine MsrA act,NRP1-CendR mod,SKN-1 block,Neddylation inh,Rin1-Abl PPI inh,E coli Lon inh,MT1-MMP act inh
COc1ccc(NC(=O)c2cc(F)c(F)cc2Cl)cc1Cl,-0.1,-4.8,-18.5,4.5,i,0.2,-6.8,-0.3
COc1ccc(C2=NOC(C(=O)Nc3cccnc3Cl)C2)cc1 (configuration not stated),-7.6,-1.9,11.6,12.5,i,-0.1,1.8,1.0
Cc1ccc(CNC(=O)CSc2nnc3c(n2)[nH]c2ccc(F)cc23)cc1,-12.1,-1.3,-7.9,12.4,i,-2.9,0.1,2.2
